Tn7 DDE FP: DD(E)-Tn7 binding inhibition, primary FP screen | P02675 | FP displacement of FITC-Tn7 peptide from fibrin DD(E); 0% = median of compound wells per plate | inhibition, % at 8.3 µM | 0.13% of 370,000 active | AID 720508;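 active = inhibition above the mean of compounds falling within the control limits plus 3 SD of them, cut at about 14% in these data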;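 note: 0% = plate median of compound wells and 100% = 10 µM Aha-Tn7 peptide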
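Assay system: human fibrin DD(E). Input: DD(E) 2 µM final. Medium: Tris buffer with calcium and detergent, pH 7.8. Compound dosing: single point at 8.3 µM. Timing: 10 min plus 3 h, room temperature. Technique: fluorescence polarization of the labelled Tn7 tracer. Read-out: percent inhibition. Replicates: singlicate testing.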
LEDGF integ inh: blocks HIV-1 LEDGF/p75-dependent DNA integration. TR-FRET IN-LEDGF/p75 DNA integration, Eu/Cy5. inhibition, % at 3.7 µM. 0.64% of 370,000 active. AID 743269;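 active = inhibition above the screen-wide mean plus 3 SD, cut at about 13% in these data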;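 note: signal is the Cy5 over europium emission ratio at 671 and 618 nm; 0% = plate median of compound wells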
Tn6 DDE FP: inhibitors of Tn6 peptide binding to human fibrin DD(E). P02675. inhibition, % at 8.3 µM. 0.21% of 370,000 active. AID 720509. Fibrin DD(E) TRITC-Tn6 fluorescence polarization displacement;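 active = inhibition above a per-campaign cutoff: mean of compounds within control limits plus 3 SD, cut at about 15% in these data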;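 note: 0% = median of all compound wells on the plate and 100% = blocking peptide control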
SIAE primary: inhibitors of human sialic acid acetylesterase SIAE; SIAE FP-Rh probe binding, fluorescence polarization; inhibition, % at 9.66 µM; 0.69% of 370,000 active; AID 1053197;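 active = inhibition above a cutoff: mean of compounds within the control limits plus 3 SD of those, cut at about 17% in these data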;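 note: 0% = plate median of compound wells and 100% = probe without SIAE protein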
TCR-CD3 inh: inhibitors of human TCR-CD3 interaction. TAMRA-labeled TCR probe fluorescence, biochemical. inhibition, % at 9.4 µM. 0.37% of 360,000 active; in the data active = inhibition above about 19%;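 note: recombinant mutant TCR 2C K166C tagged with TAMRA read by polarization; 0% = receptor in buffer alone and 100% = receptor with positive control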
MBD2 DNA inh: inhibitors of human MBD2 binding to methylated oligonucleotide; AID 686964; Q9UBB5; 0.31% of 370,000 active; TR-FRET; inhibition, % at 4.4 µM; in the data active = inhibition above about 13%
UHRF1 binding: human UHRF1 methylated DNA binding inhibitors | Q96T88 | UHRF1 binding to methylated oligo, TR-FRET | inhibition, % at 4.4 µM | 0.75% of 370,000 active; in the data active = inhibition above about 21%;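 note: UHRF1 SRA domain binding a hemimethylated CpG hairpin DNA probe; 0% = median of test compound wells and 100% = reference inhibitor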
Target sequence (Q96T88 whole entry, looked up, the tested form may be a part): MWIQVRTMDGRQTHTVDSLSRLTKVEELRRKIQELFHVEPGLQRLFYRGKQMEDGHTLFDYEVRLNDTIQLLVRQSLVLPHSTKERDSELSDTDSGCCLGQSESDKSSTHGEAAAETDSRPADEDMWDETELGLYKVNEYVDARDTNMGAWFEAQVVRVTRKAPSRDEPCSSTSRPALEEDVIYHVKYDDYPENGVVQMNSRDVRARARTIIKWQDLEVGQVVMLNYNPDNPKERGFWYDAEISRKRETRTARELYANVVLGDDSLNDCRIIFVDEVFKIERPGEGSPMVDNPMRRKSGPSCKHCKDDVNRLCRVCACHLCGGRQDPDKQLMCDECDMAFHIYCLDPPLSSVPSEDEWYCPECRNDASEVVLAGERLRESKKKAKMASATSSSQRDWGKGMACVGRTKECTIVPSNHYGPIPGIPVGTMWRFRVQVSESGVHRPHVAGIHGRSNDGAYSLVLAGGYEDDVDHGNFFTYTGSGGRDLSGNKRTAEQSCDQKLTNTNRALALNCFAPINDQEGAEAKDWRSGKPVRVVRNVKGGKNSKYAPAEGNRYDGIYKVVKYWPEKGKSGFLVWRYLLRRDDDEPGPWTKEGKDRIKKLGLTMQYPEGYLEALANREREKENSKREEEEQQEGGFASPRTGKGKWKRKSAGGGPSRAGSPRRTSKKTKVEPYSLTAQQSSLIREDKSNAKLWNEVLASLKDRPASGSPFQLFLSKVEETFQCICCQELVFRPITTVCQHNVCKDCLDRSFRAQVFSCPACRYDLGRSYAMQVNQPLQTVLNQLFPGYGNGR
KLK7 zymogen act: activators of human kallikrein-7 zymogen. purified proKLK7, EDANS-DABCYL substrate fluorescence; 100% is mature enzyme control, 0% vehicle. activation, % at 7 µM. 0.9% of 370,000 active;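 active = activation above the mean of all tested compounds plus 3 SD, computed per campaign excluding outliers beyond control limits, cut at about 13% in these data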
Target sequence (P49862 whole entry, looked up): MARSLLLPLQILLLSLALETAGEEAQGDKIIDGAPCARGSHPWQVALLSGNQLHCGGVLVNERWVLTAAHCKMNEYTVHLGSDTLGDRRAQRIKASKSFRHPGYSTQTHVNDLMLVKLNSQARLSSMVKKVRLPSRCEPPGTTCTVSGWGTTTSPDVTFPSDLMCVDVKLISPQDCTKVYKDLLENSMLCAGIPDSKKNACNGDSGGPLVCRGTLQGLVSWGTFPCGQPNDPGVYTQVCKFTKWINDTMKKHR
TDP2 inh: TDP2 (human) inhibition, absorbance primary screen. 0.34% of 370,000 active. AID 720702. inhibition, % at 12.8 µM. recombinant TDP2, T5PNP hydrolysis, p-nitrophenol absorbance 415 nm;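 active = inhibition above the mean of all tested compounds plus 3 SD, set per campaign, cut at about 25% in these data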;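 note: 0% = DMSO with enzyme and 100% = buffer with substrate but no TDP2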
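Incubation: 2 h at 37 °C; Test system: recombinant human TDP2; Quantity: enzyme 120 nM; Read-out basis: percent inhibition; Medium: 50 mM Tris-HCl pH 7.5 with Mg2+, KCl, DTT, BSA; Repeats: single replicate; Compound: 12.8 µM single point, 1% DMSO; Signal: epi absorbance; Reagent: 5 mM T5PNP chromogenic substrate; Benchmarks: no-enzyme high, DMSO-plus-enzyme low.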
PRMT1 inh: PRMT1 (human) inhibition, primary screen. recombinant PRMT1, activity-based probe fluorescence polarization. Q99873. inhibition, % at 2.79 µM. 1.3% of 370,000 active. AID 652257;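 active = inhibition above about 21% made by adding two undisclosed values, limit read from the data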
Active calls of the source: *.

SMILES	Tn7 DDE FP	LEDGF integ inh	Tn6 DDE FP	SIAE primary	TCR-CD3 inh	MBD2 DNA inh	UHRF1 binding	KLK7 zymogen act	TDP2 inh	PRMT1 inh
CC(C)C(=O)N1CCN(c2ccccc2NC(=O)c2ccc(Br)o2)CC1	0	1	-8	-4	3	1	0	0.4	-6	-1
N/C(=N\OC(=O)c1cccc([N+](=O)[O-])c1)c1cccnc1	3	-2	-2	-15	5	0	-7	0.3	-23	-4
Cc1ccc(S(=O)(=O)N(C)C)cc1NC(=O)C1CCCN(C(=O)c2ccc(Cl)cc2)C1 (stereo not given)	5	-3	-1	0	4	0	0	-0.2	6	0
CCN(Cc1ccccc1)C(c1ccc(C)cc1)c1nnnn1C(C)(C)CC (stereo not given)	-3	0	5	1	5	-5	1	0.1	-2	-1
Cc1noc(C)c1COc1ncnc2ccccc12	2	0	7	4	2	1	-1	-0.3	3	-2
CCOC(=O)C1=C(CC)Nc2ccccc2N=C1NC(=O)c1ccc(S(=O)(=O)N2CCCC2)cc1	1	0	2	0	1	-2	1	-0.3	-10	-3
CCCCOc1ccc(-c2nc(/C=N/c3nccs3)c(O)o2)cc1	6	-1	-1	-2	-4	1	3	0.7	2	4
C/C(=N\NC(=O)COc1ccccc1)c1ccc(O)cc1	-3	2	-4	3	1	-2	4	-0.3	-2	-2
c1ccc(-c2nc3c(ccc4ccccc43)[nH]2)nc1	-2	0	-18	29*	-3	4	-3	-7.5	-6	-4
O=C(Nc1ccc(N2CCCC2)cc1)c1ccccc1[N+](=O)[O-]	5	-1	-8	4	-7	-3	1	-0.2	4	3
Cc1ccc(S(=O)(=O)N2CCN(C(=S)NCCc3ccccc3)CC2)cc1	0	0	-2	4	-2	5	2	0.0	6	2
O=C1CC(c2ccccc2)Cc2nc(N3CCc4ccccc43)ncc21 (stereo not given)	-7	7	4	3	3	-5	3	-0.7	-8	-1
O=C(c1cc2ccccc2oc1=O)N1CCN(Cc2ccc3c(c2)OCO3)CC1	1	0	-3	-7	-7	-5	4	-0.7	-17	-3
COc1ccccc1N(CC(=O)Nc1ccc(S(=O)(=O)N2CCOCC2)cc1)S(C)(=O)=O	9	-6	-9	-7	-7	1	2	0.1	-14	0
CCN(c1ccccc1)S(=O)(=O)c1ccc(Cl)c(NC(=O)CSc2nnc(C)s2)c1	-2	-3	1	0	-8	-1	-2	0.1	2	-1
S=C1NCCOCCOCCOCCNC(=S)N2CCOCCOCCN1CCOCCOCC2	3	4	2	-3	1	0	-1	0.4	6	0
CSc1cccc(NC(=O)CNS(=O)(=O)c2ccccc2)c1	0	1	-5	4	3	3	-4	0.0	15	-1
COC(=O)C1=C(C)N(Cc2ccccc2C(F)(F)F)C(=NCc2ccc3c(c2)OCO3)NC1c1ccccc1C(F)(F)F (stereo not given)	-4	8	-6	0	-1	-2	3	0.2	-20	-9
N#C/C(=C\Nc1ccccc1SC(F)(F)F)c1nc(-c2ccc(F)cc2)cs1	-3	0	-1	-1	2	3	5	0.2	1	-1
N#CCC(=O)N/N=C/c1ccc(OCc2ccccc2)cc1	-6	1	0	-5	8	3	-3	-0.6	-4	-5
Cc1ccc(C)c(NS(=O)(=O)c2cc(C(=O)NCC3CCCO3)ccc2C)c1 (stereo not given)	-10	-5	3	-2	4	-4	3	-0.3	-2	4
Cc1ccc(S(=O)(=O)C[C@@H]2OC3CCCCC3N2S(=O)(=O)c2ccc(C)cc2)cc1 (stereo not given in full)	4	-3	6	-2	-1	3	0	-0.3	6	6
O=C(/C=C/NNC(=O)c1ccc(Cl)cc1)c1ccccc1	9	-5	0	6	12	4	-7	-0.8	-7	-4
CCN1CCN(C(=O)C2CCCN(S(=O)(=O)c3cccc4nsnc34)C2)CC1 (stereo not given)	-2	1	-1	9	-2	-2	2	0.8	11	3
Cc1cccc(C(=O)NNC(=O)c2ccccc2[N+](=O)[O-])c1	-6	1	0	-1	-6	1	5	0.6	-20	-2

Limited to TCR-CD3 inh, for some of the entries so far:
SMILES | TCR-CD3 inh
CCN(c1ccccc1)S(=O)(=O)c1ccc(Cl)c(NC(=O)CSc2nnc(C)s2)c1 | -8
S=C1NCCOCCOCCOCCNC(=S)N2CCOCCOCCN1CCOCCOCC2 | 1
CSc1cccc(NC(=O)CNS(=O)(=O)c2ccccc2)c1 | 3

Other results
SMILES	Tn7 DDE FP	LEDGF integ inh	Tn6 DDE FP	SIAE primary	TCR-CD3 inh	MBD2 DNA inh	UHRF1 binding	KLK7 zymogen act	TDP2 inh	PRMT1 inh
CC(C)c1ccc(-n2c(-c3ccccc3)c[n+]3c2CCc2ccccc2-3)cc1	-8	4	4	4	5	-5	0	-0.1	-3	0
CCOC(=O)c1cnc(-n2nc(C)cc2C)nc1Oc1ccc(C(=O)OC)cc1	5	6	5	8	-2	-5	-2	0.2	1	-5
COc1ccc(NC(=O)C2CCN(S(=O)(=O)c3cn(C)nc3C)CC2)cc1	7	1	0	4	8	0	1	0.8	3	-2
COc1ccc(NC(=O)c2ccc(-c3ccccc3Cl)o2)cc1	-3	1	0	-4	2	5	3	0.9	-6	2
Cc1cccc(NC(=O)c2cn(-c3ccccc3)nc2-c2ccccc2)c1	1	-2	2	-7	-9	4	3	0.0	-5	2
C(=C\c1ccccc1)/CN1CCN(C(c2cccs2)c2nnnn2-c2ccc3c(c2)OCCO3)CC1 (stereo not given)	0	5	-10	-4	7	-1	-3	-0.2	-3	-4
O=C(NCCC1CCCCN1S(=O)(=O)c1ccccc1)C(=O)NCc1ccccc1F (stereo not given)	9	-6	3	2	-3	2	1	0.3	-10	0
CCOC(=O)Cc1cc(=O)[nH]c(/N=C(/NC(=O)c2ccccc2)Nc2ccccc2C(F)(F)F)n1	1	-4	-1	7	-4	8	1	0.3	13	4
CC(C)(C)Nc1c(-c2cccs2)nc2ccccn12	-7	3	2	1	2	0	2	27*	-2	-3
CCCCN(C(=O)CSCC(=O)Nc1ccc(C)cc1)c1c(N)n(CC(C)C)c(=O)[nH]c1=O	5	4	2	-2	-4	-1	-2	-0.4	-1	0
CN1CCN(C(=O)c2cccn(Cc3ccc(C(F)(F)F)cc3)c2=O)CC1	-1	-3	0	2	5	-1	-1	-0.2	17	-1
Cc1ccccc1NC(=O)CN1CCN(Cc2ccccc2)CC1	-6	-1	-6	4	-5	3	1	-0.6	-7	1
O=C(CCCNC(=O)c1ccc(Cl)cc1)Nc1ccccc1C(F)(F)F	6	0	-2	-7	5	4	-1	-0.8	6	6
CC(=O)Nc1ccc(NC(=O)COC(=O)c2cc([N+](=O)[O-])ccc2N2CCOCC2)cc1	-3	-1	-6	-1	-3	-1	1	0.2	18	4
O=C(Nc1cc(Br)ccc1O)c1cc(-c2cccs2)on1	-1	3	0	-34	0	1	1	0.1	-14	2
Cc1ccc(C(c2sc3nc(C)nn3c2O)N2CCN(c3ccc(F)cc3)CC2)cc1 (stereo not given)	7	3	0	4	4	-5	-1	0.0	2	-3
Cc1c(C(=O)NC2CCCCC2)oc2c1C(=O)CC(C)(C)C2	3	5	5	-4	-5	7	4	0.4	2	4
CN1C(=O)N(c2nnc(C(C)(C)C)s2)C(=O)C1c1ccccc1 (stereo not given)	0	2	4	7	-11	0	0	-0.1	1	2
CCOc1ccc2c(C)c(C)c(=O)oc2c1OCC	-1	-4	4	11	-4	-1	-5	5.3	-4	-1
Cn1nc(C(=O)NCc2cccc(F)c2)cc1C(=O)NCc1cccc(F)c1	-3	3	2	4	1	3	0	0.0	3	-2
Cc1noc(C)c1C(=O)OCC(=O)NC(=O)c1ccc(C(C)(C)C)cc1	3	-1	-4	-7	-5	-2	0	-0.4	1	0
O=[N+]([O-])c1ccc(S(=O)(=O)Nc2nnc(C3CCCCC3)s2)cc1	-7	3	-3	1	-4	-2	0	0.0	-7	-2
CN(C)S(=O)(=O)c1ccc(NC(=S)NC(=O)Cc2ccccc2)cc1	-2	1	-1	-1	10	-2	1	-0.4	8	-2
CC(C)CCN(C(=O)c1ccncc1)c1c(N)n(Cc2ccccc2)c(=O)[nH]c1=O	-8	0	-13	7	-6	3	-2	-0.1	-3	0
COc1ccccc1CNC(=O)c1cccnc1	-8	0	-7	-3	-2	0	0	0.6	2	-2
Further entries.
SMILES	Tn7 DDE FP	LEDGF integ inh	Tn6 DDE FP	SIAE primary	TCR-CD3 inh	MBD2 DNA inh	UHRF1 binding	KLK7 zymogen act	TDP2 inh	PRMT1 inh
CC(c1ccccc1)N1C(=O)c2ccc(C(=O)NCc3ccco3)cc2C1=O (stereo not given)	3	-1	0	-1	-4	4	-1	-0.4	5	-3
Fc1ccc(/C=N/N2CCN(Cc3ccccc3)CC2)cc1	-5	5	3	2	8	-2	0	0.4	-6	1
FCCCOc1ccc(/C=N/OCc2ccc(Cl)cc2)cc1	-1	-3	5	-8	10	-7	-1	-0.6	-5	0
COc1ccc(CNC(=O)COc2cc(O)c3c(c2)OC(C)(C)CC3=O)c(OC)c1	3	1	0	1	-10	2	-1	-0.3	-1	4
CC1CCCCC1NC(=O)CCNC(=O)N1CC(=O)Nc2ccccc21 (stereo not given)	-2	3	2	-3	-2	-1	0	-0.4	10	-3
O=C(Nc1cc(Br)ccc1O)c1cnn2c(C(F)F)cc(C3CC3)nc12	6	0	3	4	4	1	-3	-0.3	1	-1
Cc1c(Cl)cccc1N/C(=N/S(=O)(=O)c1cccs1)c1ccccc1	-3	-6	0	-3	-3	3	-2	0.3	0	6
COc1ccc(CNC(=O)CCC(=O)Nc2cccnc2)cc1	2	0	-2	0	4	1	-2	0.3	12	0
Cc1cccc2cc3c(NC(=O)C(C)C)nn(C)c3nc12	-2	1	5	0	7	-5	-1	0.0	3	0
CCN(Cc1ccccc1)S(=O)(=O)c1cc(C(=O)c2c(N)n(C)c(=O)n(C)c2=O)ccc1OC	4	-2	0	4	8	-2	-1	0.1	0	-2
COc1ccc(C(=O)C2CCCN(C/C=C/c3ccccc3OC)C2)c(OC)c1 (stereo not given)	4	3	5	10	1	-3	-1	-0.4	1	-5
COc1ccc(-c2csc(NC(=O)C(CC(=O)O)N3CCOCC3)n2)cc1 (stereo not given)	0	-1	3	5	3	-3	-2	-0.8	-3	-2
Cc1ccc(-c2nnc(NC(=O)c3c(F)cccc3Cl)s2)cc1	-8	-1	-3	3	3	-4	1	0.0	2	-1
CC1CCCC(C)N1C(=O)CSc1nnnn1Cc1ccccc1 (stereo not given)	-9	1	1	-1	-3	7	-3	0.1	-6	1
Cn1c(=O)oc2cc(S(=O)(=O)NCc3ccc(Cl)cc3)ccc21	-10	5	3	2	7	-7	1	0.0	11	0
O=C(Cc1cccs1)NCc1cccc(Cl)c1	-2	3	3	-3	6	5	-2	-0.8	4	-1

Entries above marked active in SIAE primary.
SMILES	Tn7 DDE FP	LEDGF integ inh	Tn6 DDE FP	SIAE primary	TCR-CD3 inh	MBD2 DNA inh	UHRF1 binding	KLK7 zymogen act	TDP2 inh	PRMT1 inh
c1ccc(-c2nc3c(ccc4ccccc43)[nH]2)nc1	-2	0	-18	29*	-3	4	-3	-7.5	-6	-4
